Mdm2 MdmX PPI – inhibitors of human Mdm2-MdmX association, primary screen, cell-based, luminescence, split luciferase, SaOS-2, uHTS; Protein Mdm4 (Homo sapiens) + E3 ubiquitin-protein ligase Mdm2 (Homo sapiens), …; SaOS-2 split-luciferase Mdm2/MdmX complementation; inhibition, % at 8 µM; 330,000 compounds, 3% hits;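 active = inhibition of at least 50% at 8 µM in the primary screen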
Target sequence (O15151 whole entry, looked up): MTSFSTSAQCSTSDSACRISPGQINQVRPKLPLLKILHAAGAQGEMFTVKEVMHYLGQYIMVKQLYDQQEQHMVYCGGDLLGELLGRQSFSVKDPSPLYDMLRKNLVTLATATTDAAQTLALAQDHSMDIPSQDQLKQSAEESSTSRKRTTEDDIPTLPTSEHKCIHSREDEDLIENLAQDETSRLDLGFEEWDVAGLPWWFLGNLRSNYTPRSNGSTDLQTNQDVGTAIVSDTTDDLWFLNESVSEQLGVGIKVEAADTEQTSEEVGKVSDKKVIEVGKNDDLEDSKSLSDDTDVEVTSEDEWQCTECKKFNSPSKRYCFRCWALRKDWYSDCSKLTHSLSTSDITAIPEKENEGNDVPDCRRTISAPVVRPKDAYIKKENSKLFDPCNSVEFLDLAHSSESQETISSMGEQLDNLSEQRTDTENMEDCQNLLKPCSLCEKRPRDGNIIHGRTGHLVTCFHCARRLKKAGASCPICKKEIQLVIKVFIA
Target sequence (Q00987 whole entry, looked up): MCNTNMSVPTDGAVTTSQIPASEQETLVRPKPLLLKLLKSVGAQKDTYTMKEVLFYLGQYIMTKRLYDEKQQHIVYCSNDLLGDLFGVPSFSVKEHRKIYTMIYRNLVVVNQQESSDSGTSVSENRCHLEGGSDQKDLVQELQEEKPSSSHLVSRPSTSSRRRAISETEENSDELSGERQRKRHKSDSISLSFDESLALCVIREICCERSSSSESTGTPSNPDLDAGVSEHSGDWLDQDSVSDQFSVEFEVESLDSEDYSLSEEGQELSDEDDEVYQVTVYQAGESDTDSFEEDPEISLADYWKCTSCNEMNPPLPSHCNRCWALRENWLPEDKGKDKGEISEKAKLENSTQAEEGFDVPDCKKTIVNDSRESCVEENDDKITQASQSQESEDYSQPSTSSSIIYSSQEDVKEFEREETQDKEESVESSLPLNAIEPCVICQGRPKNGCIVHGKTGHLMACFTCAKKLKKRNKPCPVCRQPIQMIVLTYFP
UPR CHOP act – activators of apoptotic CHOP UPR arm, primary screen, cell-based, CHO-CHOP luciferase reporter, luminescence, uHTS; UPR activation; percent of tunicamycin response over DMSO baseline; activation, % at 10 µM; 330,000 compounds, 0.34% hits; AID 449763, 2010;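 active = at 10 µM dose, activation of 40% or more, normalized to positive control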;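 note: 100% = tunicamycin at 10 µg/mL and 0% = DMSO alone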
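Test system: CHO CHOP reporter cells. Input: 500 CHO-CHOP cells per well. Medium: F12 with 10% FBS. Technique: luciferase luminescence. Measure: percent activation relative to tunicamycin control. Dosing: 10 µM compound, 0.5% DMSO. Timing: 16-18 h cell attachment, then 6 h compound exposure, 37 °C.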
697 NFkB inh – inhibitors of PMA/ionomycin-induced NF-kB reporter, 697 cells, primary screen, B-cell NF-kB inhibitor project, cell-based, luminescence, uHTS. 697 B-cell NF-kB luciferase reporter, 16 h. inhibition, % at 4 µM. 330,000 compounds, 0.33% hits; in the data active = inhibition above about 35%
tim23-1 inh – growth inhibitors of tim23-1 mutant yeast, primary screen, luminescence, uHTS; S. cerevisiae tim23-1 growth, BacTiter-Glo luminescence, 24 h; inhibition, % at 20 µM; 330,000 compounds, 1.3% hits;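 active = growth inhibition of the mutant yeast at or above 50%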;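 note: temperature-sensitive mutant grown at 25 °C; plate controls were DMSO-treated mutant yeast for no effect and medium wells lacking yeast for full effect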
APJ antag – antagonists of human apelin receptor APJ, primary screen, CHO-K1 cells, beta-arrestin complementation, luminescence. inhibition, % at 20 µM. P35414. 330,000 compounds, 0.32% hits;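 active = inhibition above about 40% at 20 µM, limit read from the data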;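 note: cells challenged with 10 nM apelin-13 agonist together with compound; plate controls were apelin-13 plus DMSO wells for no effect and DMSO wells lacking apelin-13 for full effect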
UPR XBP1 act – activators of adaptive XBP1 UPR arm, primary screen, cell-based, CHO-XBP1 luciferase reporter, luminescence, uHTS | IRE1-XBP1 UPR activation; percent of tunicamycin response, DMSO as zero | activation, % at 20 µM | 330,000 compounds, 0.33% hits | AID 463104, 2010;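 active = versus positive control, 20 µM dose yields 30% or more activation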;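 note: 100% = tunicamycin at 10 µg/mL and 0% = DMSO only wells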
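Material: CHO-XBP1 cells stably carrying IRE1-XBP1-driven luciferase reporter | Medium: F12 with 10% serum | Compound dosing: 20 µM single concentration, DMSO 1% | Incubation: Overnight seeding at 37 °C, 6 h compound treatment at 37 °C | Detection: Steady-Glo luminescence read | Read-out basis: % activation of reporter signal versus tunicamycin and DMSO controls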
APJ ag – agonists of human apelin receptor APJ, primary screen, CHO-K1 cells, PathHunter beta-arrestin, luminescence. P35414. 0% DMSO wells, 100% apelin. activation, % at 20 µM. 330,000 compounds, 0.11% hits;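 active = activation more than six SD over the plate average, tested at 20 µM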;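 note: 0% = DMSO alone and 100% = apelin-13 at 10 nM; some results filed as inactive read as strong as hits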
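Test system – PathHunter CHO-K1 APJ (AGTRL-1) beta-arrestin reporter cells · Input – 1000 cells/well · Compound – single test compound dose, 20 µM final, 1% DMSO · Times – compound stimulation 90 min at 25 °C, detection 60 min · Technique – beta-gal luminescence · Read-out basis – APJ–arrestin association signal · Control set – negative DMSO alone, positive Apelin-13 at 10 nM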
Jurkat NFkB inh – inhibitors of induced NF-kB luciferase reporter, primary screen, TCR NF-kB activation inhibitor project, cell-based, luminescence, uHTS; Jurkat, PMA/ionomycin-induced NF-kB luciferase reporter; inhibition, % at 4 µM; 330,000 compounds, 0.53% hits; AID 435003, 2010; in the data active = inhibition above about 50%
Active calls of the source: *.

SMILES	Mdm2 MdmX PPI	UPR CHOP act	697 NFkB inh	tim23-1 inh	APJ antag	UPR XBP1 act	APJ ag	Jurkat NFkB inh
COC(=O)c1ccc(NC(=O)C2CC(=O)OC2c2ccccc2)cc1 (configuration not stated)	0.8	-1.9	-12.5	1.1	-2.2	0.7	-0.2	-17.9
Cc1ccc(CNC(=O)COC(=O)c2ccc(Br)o2)cc1	-11.5	-1.2	14.3	24.0	5.3	1.6	-1.6	-11.0
Cc1ccccc1OCC(=O)NC(=S)Nc1ccc(Br)c(C)n1	23.5	2.8	15.4	27.2	3.4	2.4	-2.3	8.0
Cc1nn(Cc2nnc(SCC(=O)Nc3cccc(C(F)(F)F)c3)n2C)c(C)c1[N+](=O)[O-]	15.2	-2.1	11.7	8.6	19.4	-0.9	-2.4	-16.3
CCOc1ncccc1C(=O)Nc1c(C)n(C)n(-c2ccccc2)c1=O	-11.5	1.7	3.0	0.4	-11.5	5.7	-1.8	-1.9
N#CCCn1c2ccccc2c2nc3ccccc3nc21	5.0	-1.4	-0.4	8.4	12.4	2.3	-0.2	-18.1
O=C(CSc1nncn1-c1ccccc1)c1c[nH]c2ccccc12	1.6	-0.7	6.2	3.7	-8.7	-5.0	-1.1	3.7
Cc1cc(NC(=O)CSc2nc3c(c(=O)n2Cc2ccccc2)SC(C)C3)no1 (configuration not stated)	9.2	4.1	-0.1	-13.4	-4.6	3.4	-0.8	-0.4
O=C(NC1CCCC1)C1CCCN(C(=O)Nc2ccccc2)C1 (configuration not stated)	18.4	0.8	8.3	2.6	7.6	0.6	3.0	9.0
Cc1c(N(C(=O)CNC(=O)c2ccccc2)C2(C(=O)NC3CCCC3)CCCCC2)c(=O)n(-c2ccccc2)n1C	-1.9	1.3	5.4	11.1	5.0	-1.4	-1.8	0.7
Cc1cc(Cl)nc(-c2ccccc2)n1	18.4	-1.3	13.7	5.7	-4.0	1.1	-1.2	11.8
CCSc1cc(N2CC(C)OC(C)C2)nc(-c2ccccc2Cl)n1 (configuration not stated)	12.8	-2.0	-22.6	27.7	-10.9	-2.9	-3.7	3.8
CC(C)(O)C#Cc1ccc(C(=O)NCCC(=O)O)s1	-25.8	-2.6	0.3	-16.9	4.3	-2.7	-2.0	-4.2
COc1ccc(NC(=O)NCCN2CCc3ccccc3C2)cc1	2.4	0.2	8.7	2.3	-5.3	-2.9	-2.1	3.4
Cc1ccc(NC(=S)NCCc2c[nH]c3ccccc23)c(C)c1	17.1	1.8	1.3	-8.3	3.5	-4.2	0.7	-5.7
Cc1cccc(NC(=O)CC2c3ccccc3Oc3ccccc32)c1	-4.6	-3.1	-29.5	14.6	-19.6	-2.7	-2.2	-4.5
Cc1c(Cl)cccc1NC(=S)N(CCN(C)C)C(C)c1ccco1 (configuration not stated)	14.2	-1.6	13.1	19.3	0.8	-0.7	-3.8	-4.8
O=C(Nc1nc2cc3c(cc2s1)OCO3)c1ccc(N2C(=O)CCC2=O)cc1	13.6	2.4	5.5	-29.8	18.9	0.3	-2.1	3.6
O=C(CCC(=O)N1CCCCC1)Nc1nnc(C2CCCCC2)s1	27.9	-0.3	-8.5	11.2	-8.4	-1.6	-6.5	-3.4
O=C(/C=C/c1ccccc1)N/C(=C/c1ccccc1)C(=O)NCCCO	-22.7	6.5	-1.1	14.6	2.0	0.0	1.4	-3.3
Nc1nc(N2CCCCC2)nc(N(c2ccccc2)c2ccccc2)n1	0.7	-0.1	-10.7	7.1	-57.7	-0.9	-3.6	-7.3
O=C(Nc1ccc(NC(=S)NC(=O)c2ccccc2F)cc1)c1cccs1	24.8	2.1	-10.2	51.3*	-5.0	-1.1	-1.8	8.3
CCCCCSc1nnc2c(n1)OC(C)N(C(C)=O)c1ccccc1-2 (configuration not stated)	18.1	1.5	-8.3	15.3	10.2	-1.5	-3.4	5.0
O=C(Nc1cccn2ncnc12)c1ccccc1	-16.9	2.5	-14.2	7.8	1.4	2.4	-1.2	0.1
CC1(C)NC(=O)N(CCCSc2ccc(Cl)cc2)C1=O	-0.4	0.8	6.9	25.7	0.5	0.6	-4.5	2.4
COc1ccc(S(=O)(=O)N2Cc3ccccc3CC2C(=O)Nc2nccs2)cc1OC (configuration not stated)	-48.9	5.9	-72.4	26.1	-2.1	0.4	-2.6	-126.7
Cc1ccnc(NC(=O)C23CC4CC(CC(C4)C2)C3)c1	-6.7	-1.6	-14.7	38.4	12.1	-2.4	-1.8	-7.9
CCn1nc(C)c(CNC(=O)Nc2ccccc2C(=O)OC)c1C	12.4	3.1	-1.4	5.1	-7.7	1.4	-4.5	-12.8
Cn1c(CO)cnc1S(=O)(=O)Cc1ccc(Cl)cc1	11.1	0.0	-0.1	5.8	-3.7	-0.1	0.5	0.6
CCCCN(C)S(=O)(=O)c1ccc(C(=O)Nc2nnc(-c3cccs3)o2)cc1	45.0	3.4	-29.5	5.0	1.8	-4.5	-1.6	2.8

Random excerpt: two entries already listed
SMILES	Mdm2 MdmX PPI	UPR CHOP act	697 NFkB inh	tim23-1 inh	APJ antag	UPR XBP1 act	APJ ag	Jurkat NFkB inh
O=C(Nc1cccn2ncnc12)c1ccccc1	-16.9	2.5	-14.2	7.8	1.4	2.4	-1.2	0.1
Cc1ccnc(NC(=O)C23CC4CC(CC(C4)C2)C3)c1	-6.7	-1.6	-14.7	38.4	12.1	-2.4	-1.8	-7.9

(continued)
SMILES	Mdm2 MdmX PPI	UPR CHOP act	697 NFkB inh	tim23-1 inh	APJ antag	UPR XBP1 act	APJ ag	Jurkat NFkB inh
Cc1cnc(N2C(=O)c3ccc([N+](=O)[O-])cc3C2=O)s1	-7.5	-0.4	25.4	14.8	-29.8	-1.8	7.7	19.6
O=C(O)CNC(=O)/C(=C/c1cccc([N+](=O)[O-])c1)NC(=O)c1ccco1	9.6	1.0	24.3	4.1	11.2	-1.4	-2.7	-1.6
COC(=O)C(=Cc1ccc(OCc2ccc([N+](=O)[O-])cc2)c(OC)c1)C(=O)OC	91.7*	334.4*	28.8	5.6	8.9	4.0	-4.6	-93.4
COc1ccc(NC(=O)C2CCN(S(=O)(=O)c3cccc4nonc34)CC2)cc1	11.6	0.9	1.2	0.7	9.0	-3.9	-1.9	5.3
O=[N+]([O-])c1ccc(CSc2nnc(SCc3ccc(Cl)cc3)s2)cc1	4.8	-0.8	7.1	5.5	-7.9	-1.2	-4.5	2.8
COc1ccc(C2=CC(=O)C[C@H](c3ccc4c(c3)OCO4)C2)cc1	15.2	-0.1	12.1	18.6	1.3	0.3	-5.2	9.4
O=C1C2C(C(=O)N1/N=C/c1cc([N+](=O)[O-])c(O)cc1O)C1C=CC2C12CC2 (configuration not stated)	10.2	3.8	6.1	4.6	20.8	-2.8	-5.4	15.2
COc1ccc(OC)c(-c2cc(C(=O)N/N=C/c3cc(OC)c(OC)cc3OC)c3ccccc3n2)c1	28.4	-2.5	23.4	-7.9	3.6	2.0	4.9	-0.2
CC(=O)c1cn(C)c(=O)[nH]c1=O	-10.8	-1.3	17.2	4.5	1.5	1.8	1.0	8.6
COCCN(C(=O)CSc1nnc(C)n1Cc1ccccc1)c1c(N)n(CC(C)C)c(=O)[nH]c1=O	-6.8	1.6	19.9	1.1	7.7	-2.7	4.7	5.5
O=C(Nc1ccccn1)c1cccc(S(=O)(=O)N2CCc3ccccc3C2)c1	30.6	1.4	-5.9	21.4	-57.0	0.4	5.4	5.7
CCCCNS(=O)(=O)c1ccc(NC(=O)Cc2ccccc2[N+](=O)[O-])cc1	-20.1	-0.9	1.1	6.7	0.8	5.0	-2.9	2.5
C=CCOC(=O)C1=C(C)OC(N)=C(C#N)C1c1ccc(OC)c(CSc2ccccn2)c1 (configuration not stated)	5.2	0.2	-14.4	21.2	-4.2	2.3	-1.6	1.1
O=C(Cc1ccccc1)Nc1ccc(N2CCCCC2)cc1	-173.0	1.5	-100.9	23.9	16.4	0.1	-1.8	-83.0
COC(CNC(=O)c1cccc2c1C(=O)N(Cc1cccnc1)C2)OC	2.5	1.7	22.5	-5.4	9.5	-0.7	-9.7	-6.9

Some of these compounds in order of length of the SMILES, falling:
SMILES	Mdm2 MdmX PPI	UPR CHOP act	697 NFkB inh	tim23-1 inh	APJ antag	UPR XBP1 act	APJ ag	Jurkat NFkB inh
COCCN(C(=O)CSc1nnc(C)n1Cc1ccccc1)c1c(N)n(CC(C)C)c(=O)[nH]c1=O	-6.8	1.6	19.9	1.1	7.7	-2.7	4.7	5.5
O=C(O)CNC(=O)/C(=C/c1cccc([N+](=O)[O-])c1)NC(=O)c1ccco1	9.6	1.0	24.3	4.1	11.2	-1.4	-2.7	-1.6
O=[N+]([O-])c1ccc(CSc2nnc(SCc3ccc(Cl)cc3)s2)cc1	4.8	-0.8	7.1	5.5	-7.9	-1.2	-4.5	2.8
O=C(Cc1ccccc1)Nc1ccc(N2CCCCC2)cc1	-173.0	1.5	-100.9	23.9	16.4	0.1	-1.8	-83.0
CC(=O)c1cn(C)c(=O)[nH]c1=O	-10.8	-1.3	17.2	4.5	1.5	1.8	1.0	8.6

Going on with the list:
SMILES	Mdm2 MdmX PPI	UPR CHOP act	697 NFkB inh	tim23-1 inh	APJ antag	UPR XBP1 act	APJ ag	Jurkat NFkB inh
COc1ccc(-c2noc(C3CCCN(C(=O)Nc4ccccc4F)C3)n2)cc1 (configuration not stated)	12.5	-1.2	-47.8	26.1	3.9	-0.2	-3.0	-30.2
O=C(OCC(O)C(O)COC(=O)c1ccccc1)c1ccccc1 (configuration not stated)	3.8	-1.4	-22.8	5.1	4.1	6.1	-0.9	-5.9
Cc1cc2n(n1)C(c1ccccc1Cl)Nc1ccccc1-2 (configuration not stated)	39.3	-3.0	-6.0	38.4	7.4	5.1	-5.6	8.1
COc1cc(OC)c2c(=O)c(OC)c(-c3ccc(OC)c(OC)c3)oc2c1	13.7	1.0	-15.6	14.8	-15.0	8.0	-3.1	-26.4

Source: PubChem BioAssay
